Menin-MLL TR inh: qHTS Assay for Inhibitors Targeting the Menin-MLL Interaction in MLL Related Leukemias: Competition With Texas Red Labeled MLL-derived Mutant Peptide; O00255; Menin + Texas Red MLL mutant peptide, fluorescence polarization; Potency, µM (highest dose often 61.6 µM), without a hit: at the highest dose FP activity change, negative = inhibition, hits mostly inhibitors; actives 0.23% (n = 270,000); AID 1768, 2009; active = well fitted inhibition curve with a large enough effect in the polarisation, with a control signal flat, not every such curve was filed as active; inconclusive = small, poorly fitted or top-dose-only effect, or effect the other way, or a change in a side signal; inactive = no such curve, though single readings can be large or run the other way; the % refers to the polarisation; note: potency is the fitted concentration of half-maximal effect; % of control where 0% means no effect; many of its hits are not listed in these tables
Target sequence (O00255 whole entry, looked up): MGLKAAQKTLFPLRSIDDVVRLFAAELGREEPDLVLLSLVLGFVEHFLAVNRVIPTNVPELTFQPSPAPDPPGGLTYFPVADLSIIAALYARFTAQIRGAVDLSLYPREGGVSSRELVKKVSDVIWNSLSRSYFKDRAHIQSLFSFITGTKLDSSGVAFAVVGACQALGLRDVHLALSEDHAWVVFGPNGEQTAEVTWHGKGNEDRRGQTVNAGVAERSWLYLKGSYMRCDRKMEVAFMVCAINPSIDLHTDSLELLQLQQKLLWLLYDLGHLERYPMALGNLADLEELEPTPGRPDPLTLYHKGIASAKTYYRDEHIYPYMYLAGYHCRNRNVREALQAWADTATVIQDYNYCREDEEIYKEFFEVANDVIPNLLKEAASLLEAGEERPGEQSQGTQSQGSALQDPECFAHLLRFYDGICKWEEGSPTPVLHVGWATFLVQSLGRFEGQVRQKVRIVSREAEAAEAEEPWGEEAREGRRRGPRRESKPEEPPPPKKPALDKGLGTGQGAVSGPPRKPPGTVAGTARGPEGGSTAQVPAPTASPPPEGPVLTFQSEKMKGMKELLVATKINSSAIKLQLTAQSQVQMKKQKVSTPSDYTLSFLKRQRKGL
ASM inhibitor: Inhibitors of Secretory Acid Sphingomyelinase (S-ASM): qHTS | Sphingomyelin phosphodiesterase (Homo sapiens), P17405 | placental ASM, HMU-PC fluorogenic substrate, 60 min | Potency, µM (titrated, usually from 57.5 µM), inactives show at the top dose activity change, negative = inhibition, hits mostly inhibitors | actives 0.006% (n = 340,000) | AID 504937, 2011; note: potency is the fitted concentration of half-maximal effect
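Human placenta-derived ASM preincubated with compound 10 min at room temperature, then reacted with 9 uM (final) fluorogenic HMU-PC substrate for 60 min at 37 C. Stop solution raises pH to 10; fluorescence read at Ex 386/Em 447 nm.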
PKM2 act: qHTS Assay for Activators of Human Muscle isoform 2 Pyruvate Kinase | Potency, µM (highest dose often 57.5 µM), for the others: at the top dose activation, most hits filed as activators | AID 1631, 2009 | Pyruvate kinase PKM (Homo sapiens), P14618 | actives 0.34% (n = 260,000) | purified PKM2, Kinase-Glo ATP luminescence, activation; response scale: 0% is enzyme alone, no compound; note: potency is the fitted concentration of half-maximal effect; % is set by controls: 0 for no effect and ±100 for the full control effect; nearly all actives have a fitted effect of over 55% in size
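Kinase-Glo luminescence reports ATP generated from ADP (0.1 mM) and PEP (0.5 mM) by purified hPK-M2 after 1 h at room temperature, pH 7.2 imidazole buffer; intermediate enzyme activity allows detecting inhibitors and activators.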
BCR signal inh: qHTS Assay to Find Inhibitors of Chronic Active B-Cell Receptor Signaling | AID 493014, 2011 | ABC-DLBCL IkBa-CBG/CBR reporter, luminescence ratio, 4 h | Potency, µM (highest dose often 46.1 µM), for the others: at the top dose ratio change, negative = lower green/red ratio, most hits filed as inhibitors | actives 0.05% (n = 340,000); active = well fitted inhibition curve with a large enough effect in the signal ratio, with a control signal flat, not every such curve was filed as active; inconclusive = small, poorly fitted or top-dose-only effect, or effect the other way, or a change in a side signal; the % refers to the signal ratio;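 note: potency is the fitted concentration of half-maximal effect; plate controls were basal doxycycline-induced cells for no effect and cells given 10 µM MG132 for full effect; MG132 reads +100%, hits lower the ratio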
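Doxycycline induced both beetle luciferases in TMD8 lymphoma cells; IKK-driven degradation limits the IkappaBalpha-fused green signal, while red luminescence normalises for cell number and nonspecific effects. Compounds tested up to 46 uM, 4 hrs.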
FBPA coupling cs: qHTS Assay for Inhibitors of Fructose-1,6-bisphosphate Aldolase from Giardia Lamblia: Coupling assay counterscreen; actives 0.67% (n = 290,000); activity change, negative = inhibition, % at 58.2 µM, hits read low; coupling enzyme system counterscreen, AmpLite Red fluorescence; AID 2472, 2010; in the data active = activity change below about -30%; note: % is set by controls: 0 for no effect and ±100 for the full control effect
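Coupling enzymes only (glyceraldehyde-3-phosphate) + compound, at 57.5 uM final, 10 min RT; add substrate/coupling/AmpLite Red mix, 20 min RT; fluorescence ex 525/em 598 nm. Actives flag coupling-system interference.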
TSG101-PTAP inh: qHTS Assay for Iinhibitors of HIV-1 Budding by Blocking the Interaction of PTAP/TSG101. Tumor susceptibility gene 101 protein (Homo sapiens), Q99816. Fluorescence polarization, FITC-PTAP peptide / Tsg101 binding. Potency, µM (titrated, usually from 115 µM), for the others: at the highest dose activity change, negative = inhibition, most hits filed as inhibitors. 340,000 tested, under 10 active; active = well fitted inhibition curve with a large enough effect in the main read-out, with a control signal flat, not every such curve was filed as active; inconclusive = small, poorly fitted or top-dose-only effect, or effect the other way, or a change in a side signal; inactive = no such curve, though single readings can be large or run the other way; note: potency is the fitted concentration of half-maximal effect; % of control where 0% means no effect
Target sequence (Q99816 whole entry, looked up): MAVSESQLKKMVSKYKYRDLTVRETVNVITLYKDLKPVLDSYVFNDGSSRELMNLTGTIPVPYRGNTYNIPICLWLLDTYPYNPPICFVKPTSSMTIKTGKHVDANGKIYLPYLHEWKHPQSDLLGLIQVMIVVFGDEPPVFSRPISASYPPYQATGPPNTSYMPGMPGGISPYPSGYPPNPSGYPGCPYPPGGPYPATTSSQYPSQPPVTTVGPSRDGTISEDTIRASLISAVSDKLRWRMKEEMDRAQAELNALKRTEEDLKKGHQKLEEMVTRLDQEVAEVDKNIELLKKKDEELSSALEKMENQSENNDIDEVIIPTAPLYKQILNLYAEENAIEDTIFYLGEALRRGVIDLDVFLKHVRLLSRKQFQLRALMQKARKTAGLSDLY
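Steps: Tsg101 binding domain dispensed (10 uM final), compounds pinned in DMSO, FITC-labeled PTAP-motif peptide added (50 nM final); after 20 min binding at room temperature, polarization measured.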
Integrin act MD: qHTS for Activators of Integrin-Mediated Alleviation for Muscular Dystrophy. alpha7betagal myoblasts, beta-gal FDG fluorescence, 48 h. AID 624291, 2012. Potency, µM (doses to about 38.3 µM), for the others: at the top dose activation, hits mostly activators. actives 0.064% (n = 350,000);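 note: potency is the fitted concentration of half-maximal effect; 100% = response of the positive control SU9516; nearly all actives have a fitted effect of over 60% in size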
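alpha7betagal+/- myoblasts (passage 13, 250/well) treated 48 h at 37C with compounds at 1:260 dilution of DMSO stock. Lysed, then beta-galactosidase activity read as FDG fluorescence (ex 480/em 540) after 30 min, with pre-read for autofluorescence.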
Tb PFK inh: qHTS Assay to Find Inhibitors of T. brucei phosphofructokinase. ATP-dependent 6-phosphofructokinase (Trypanosoma brucei brucei), O15648. Potency, µM (titrated, usually from 57.5 µM), for inactives: at the top dose activity, negative = inhibition, usual class: inhibitors. T. brucei PFK, ADP-Glo luminescence. actives 0.17% (n = 330,000);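 note: potency is the fitted concentration of half-maximal effect; 0% = uninhibited 1x PFK enzyme wells and -100% = no-enzyme wells; nearly all actives have a fitted effect of over 60% in size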
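PFK 1.25 nM, F6P 0.5 mM, ATP 0.1 mM, 0.1 M TEA pH 8.0, 5 mM MgCl2, 0.01% Tween20, 0.1% BSA; 45 min RT. ADP-Glo readout. qHTS titration up to 57 uM; curves fitted, compounds curve-classed.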
GALK inhibitor: qHTS Assay for Inhibitors of Human Galactokinase (GALK) | Potency, µM (top dose mostly 57.5 µM), for inactives: top-dose activity change, negative = inhibition, hits mostly inhibitors | actives 0.007% (n = 270,000) | P51570 | AID 1868, 2009 | Purified GALK, Kinase-Glo residual ATP luminescence; note: potency is the fitted concentration of half-maximal effect; % is set by controls: 0 for no effect and ±100 for the full control effect
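Galactose (100 uM) and ATP (35 uM) were turned over by 5 nM GALK for 1 h at RT. Kinase-Glo Plus then converted the remaining ATP into a luminescent signal.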
Giardia killer: Small Molecules that selectively kill Giardia lamblia: qHTS. activity change, % at 7.66 µM, hits read low. Giardia lamblia trophozoite viability. actives 0.15% (n = 340,000); in the data active = activity change below about -80%; inconclusive = between about -30% and that limit;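 note: parasites exposed to compound for two days anaerobically before the ATP read; % is set by controls: 0 for no effect and ±100 for the full control effect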
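Compounds were tested on trophozoites seeded at 100 cells/well and held 48 hrs at 37 deg C anaerobically. An ATP-based luminescent kit measured the remaining live cells.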
B2AR arrestin: qHTS assay of beta-arrestin-biased ligands of beta2-adrenergic receptor; Beta-2 adrenergic receptor (Homo sapiens), P07550; beta-arrestin recruitment to beta2AR, cell-based reporter; Potency, µM (doses to about 46.1 µM), for the others: at the highest dose activation, usual class: activators; actives 0.02% (n = 330,000);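 note: potency is the fitted concentration of half-maximal effect; 0% = DMSO controls and full agonism = EC100 isoproterenol or metaproterenol; nearly all actives have a fitted effect of over 65% in size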
* marks the source's active call; other numbers are inactive results; ? = inconclusive; · = no result given; & = joins results of further samples; [ ] = dose if it differs, or a comment. Unless noted, calls come from the whole dose curve; as a rule, active = well fitted curve in the direction sought with a large enough effect; inconclusive = small, poorly fitted or top-dose-only effect, or another doubt; inactive = no such curve, though single readings can be large; an effect the other way counts as inactive or inconclusive. Not all compounds are listed. The share of hits here may be higher or lower than overall.

smiles | Menin-MLL TR inh | GALK inhibitor | FBPA coupling cs | Integrin act MD | Giardia killer | Tb PFK inh | TSG101-PTAP inh | BCR signal inh | PKM2 act | ASM inhibitor | B2AR arrestin
O=C(CN1CCN(c2ccccn2)CC1)Nc1cccc(S(=O)(=O)N2CCOCC2)c1 | · | · | 5 | 7% | 1 | -8% | -4% | -1% | -3% | 1% | -1.1%
O=C(CCNC(=O)c1ccc(Br)cc1)Nc1nc2ccccc2[nH]1 | · | · | · | 9% | 12 | -4% | -4% | 6% | · | 0% | 0.1%
COc1ccc(/C=N/NC(=O)c2cccnc2)cc1Cn1nc([N+](=O)[O-])c(Br)c1C | 24% | -6% | 3 | · | · | -1% | · | ? | -2% | · | 0.2%
CC1CN(CCOc2ccc(F)cc2)CC(C)O1 (stereo not given) | -2% | 5% | 2 | 8% | -13 | 0% | -3% | 2% | -1% | 0% | -0.5%
O=C(O)c1cccc(NC(=S)N/N=C/c2cccnc2)c1 | -3% | -2% | 1 | -11% | 13 | 10% | -1% | ? | -46% | 0% | -0.2%
Nc1nn(-c2ccccc2)nc1C(=O)OCc1ccccc1 | · | -4% | -2 | 38% | -3 | 0% | 0% | ? | -1% | 23% | 0.0%
COc1ccc2c(c1)C(C)=CC(C)(C)N2C(=O)C(C)N1C(=O)c2ccccc2C1=O (stereo not given) | 6% | 1% | 1 | 9% | 16 | 0% | -1% | -8% | -1% | -1% | -0.2%
COc1cc(SC)ccc1C(=O)OCC(=O)NC(=O)NC(C)C | -18% | 1% | -3 | -37% | 27 | -1% | -2% | -24% | -8% | 3% | -1.0%
CCOc1ccc(NC(=O)c2ccccc2NC(=O)CN2CCN(C(C)=O)CC2)cc1 | -3% | 5% | 1 | -4% | 1 | -1% | -2% | -2% | -3% | 1% | -0.3%
CC(C)n1c(=S)[nH]c2scc(-c3cccs3)c2c1=O | · | -2% | 1 | ? | -16 | -21% | -2% | 14% | 4% | -4% | -1.1%
Cc1noc(C)c1NC(=O)N(C)C[C@H]1Oc2ccc(NC(=O)CCN3CCOCC3)cc2C(=O)N([C@H](C)CO)C[C@@H]1C | · | · | · | 11% | -13 | 5% | 0% | 0% | · | 4% | 0.2%
CCN(C(C)=O)c1nc(CCl)cs1 | 15% | 3% | 1 | 0% | -19 | 1% | -1% | 0% | -8% | 5% | -0.2%
O=C(CSC(=S)N1CCCC1)Nc1ncc(Cl)cc1Cl | · | · | · | 21% | 5 | 0% | -6% | ? | · | 0% | 4.2%
CC(=O)c1cc2c(cc1NC(=O)CSc1nc3ccccc3[nH]1)OCO2 | -1% | 3% | 1 | · | · | 13% | · | ? | ? | · | -0.4%
O=c1c2ccccc2nc(SCc2ccc([N+](=O)[O-])cc2)n1CCCO | -12% | 1% | 0 | -16% | 13 | -7% | 0% | -7% | -8% | -26% | 0.1%
COc1cccc(CN2C(=O)CCC2(C)C(=O)NC2CCCC2)c1 (stereo not given) | 0% | 1% | 1 | 6% | -4 | 1% | -6% | ? | 3% | -1% | -0.3%
CCOc1ccc(C(=O)OCCCN(C)C)cc1 | 2% | 1% | 2 | -6% | 16 | 5% | -2% | 4% | 1% | 2% | 3.0%
O=C(CN1C(=O)c2cccc3cccc1c23)Nc1cccnc1 | -2% | -2% | -2 | 7% | -1 | -2% | 0% | -7% | -5% | 41%[activator] | -0.7%
O=C1NC(=Nc2ccccc2Br)SC1(CO)CO | 9% | -4% | 0 | -10% | -2 | 6% | 1% | 3% | -10% | -1% | -0.3%
CC(=O)N1CCC(N(CCN2CCOCC2)C(=S)Nc2ccc(C)cc2)CC1 | 1% | -1% | 0 | -26% | -2 | -4% | 3% | 11% | -6% | 2% | 0.2%
CCCC(=O)OC1CC(C)N(C(=O)c2ccccc2)c2ccc(C)cc21 (stereo not given) | -22% | 2% | -5 | 15% | -9 | -3% | -3% | 4% | -5% | -1% | 6.0%
CCOC(=O)Nc1cc2c(C)cc(=O)oc2cc1C | -26% | -2% | -4 | -16% | -14 | -5% | -3% | 0% | -6% | -2% | 0.7%
Fc1cc(F)cc(-c2oncc2-c2nnnn2-c2ccccc2)c1 | 14% | -3% | 2 | 20% | 20 | -1% | -12% | 4% | 2% | 1% | -0.3%
Cc1cccc(-c2noc(CN(C(=O)C(c3ccccc3)c3ccccc3)C(C)C)n2)c1 | -7% | -1% | -4 | -29% | 8 | 3% | -2% | 16% | -2% | -11% | 0.2%
COc1ccccc1N1CCN(S(=O)(=O)c2ccccc2F)CC1 | 18% | -3% | 6 | -10% | 33[activator] | 0% | -3% | 9% | -2% | 3% | 0.0%
O=P(c1ccccc1)(c1ccccc1)C(c1ccco1)N1CCOCC1 (stereo not given) | 0% | -1% | 1 | 33% | 13 | 7% | 1% | 7% | 2% | 0% | -0.1%
O=C(Cn1nnc(-c2ccc3c(c2)OCO3)n1)N1CCOCC1 | 6% | 2% | 4 | 26% | 12 | · | -4% | · | -1% | 4% | ·
CN(CCNC(=O)CN1CCN(Cc2ccccc2Cl)C1=O)Cc1ccccc1 | ? | 0% | 2 | -7% | -8 | -8% | -1% | 6% | -5% | 5% | -0.1%
Cc1ccc(C(C)C)c(OCC(=O)N/N=C2\CC(=O)CC(C)(C)C2)c1 | -13% | 14% | 2 | -33% | 13 | 0% | -1% | 3% | 5% | 8% | -0.6%
CC(=O)OC(C)C[N+](C)(C)C (stereo not given) | 0%&2%&3% | -3% | 1&-1 | · | 24 | 2% | -1% | 1% | 1% | -5% | -1.6%
O=C1OC(CC(=O)N(Cc2nnc(-c3ccc(Cl)cc3)o2)C2CC2)c2ccccc21 (stereo not given) | · | · | · | 14% | 4 | -4% | -3% | -6% | · | 1% | 0.3%
COc1ccccc1NS(=O)(=O)c1ccc(C(=O)NCc2ccco2)cc1 | · | · | · | -15% | -8 | 9% | -3% | 2% | · | 2% | -0.1%
COc1ccc(OCCOc2ccccc2[N+](=O)[O-])cc1 | 0% | 0% | 0 | 13% | -6 | 0% | -3% | ? | -6% | -2% | -0.1%
Cc1ccc(N2C(=O)N(CC(=O)Nc3cc(C)cc(C)c3)C(=O)C2C)cc1 (stereo not given) | 7% | 0% | 2 | -31% | -9 | -8% | -4% | -14% | 3% | -1% | 0.0%
COc1ccc(N(C(=O)c2cccnc2)S(=O)(=O)c2cccs2)cc1 | 2% | -3% | -6 | 1% | 16 | 1% | -2% | -12% | -1% | 2% | -0.1%
N#CCCN(Cc1cccnc1)C(=S)NC(=O)C1CC1 | -6% | -1% | 2 | · | · | -2% | · | 6% | 1% | · | 0.1%
CCCn1c(NC(=O)c2ccc(Cl)c(S(=O)(=O)N3CCCC3)c2)nc2ccccc21 | ? | -2% | -14 | 0% | -5 | 4% | -3% | ? | -3% | -6% | -0.2%
Cc1ccc(-c2nnc(SCC(=O)Nc3ccc(S(=O)(=O)N4CCCCCC4)cc3)o2)cc1 | -1% | -1% | -3 | -18% | 7 | 0% | 0% | 1% | -16% | 5% | -0.6%
CCOc1ccc(NS(=O)(=O)c2ccc(C(=O)NCC3(N(C)C)CCCCC3)cc2)cc1 | · | · | · | -50%[inhibitor] | 3 | -1% | 1% | -6% | · | -1% | -0.2%
COc1ccccc1CNCCS(=O)(=O)NN1CCOCC1 | · | · | · | -24% | 2 | -2% | -1% | -2% | · | 0% | -0.3%
CCc1c(C(C)S(=O)(=O)c2ccc(C)cc2)[nH]c(=O)n1-c1ccc(OC(F)(F)F)cc1 (stereo not given) | 9% | 0% | 1 | 25% | 1 | -12% | -5% | 0% | 1% | -3% | 2.9%
C#Cc1ccc([C@@H]2C=C(C(=O)N3CCOCC3)O[C@H](OCC)[C@H]2CCCO)cc1 | ? | -1% | 2 | 0% | 28 | -4% | -2% | -1% | 2% | 4% | 0.0%
